Source: PubChem
MsrA inhibitor: bovine MsrA enzyme inhibitors, primary screen, biochemical, absorbance, HTS; purified bovine MsrA, absorbance read-out; inhibition, % at 15.5 µM; actives 0.75% (n = 360,000); in the data active = inhibition above about 4.5%;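 note: 0% = vehicle wells with enzyme and 100% = reference inhibitor wells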
MLLE-PAM2 inh: inhibitors of PABP1 MLLE–PAM2 peptide binding, primary screen, biochemical, fluorescence polarization, FITC-PAM2, GST-MLLE; AID 588489, 2011; Polyadenylate-binding protein 1 (Homo sapiens), P11940; inhibition, % at 20 µM; actives 0.36% (n = 360,000); in the data active = inhibition above about 35%, passing the limit was not always enough;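 note: plate controls were DMSO wells with GST-MLLE for no effect and wells lacking GST-MLLE protein for full effect; some results filed as inactive read as strong as hits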
CendR NRP1 mod: modulators of CendR peptide binding to NRP-1, primary screen, biochemical, fluorescence polarization, uHTS | FAM-RPARPAR peptide binding to NRP-1 | inhibition, % at 25 µM | actives 0.85% (n = 360,000) | AID 602438, 2012;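 active = inhibition or corrected inhibition above about 18%, plus a signal ratio from 0.5 to 1.5, limit read from the data, passing the limit was not always enough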; note: strong numbers were not always called active
Target sequence (O14786 whole entry, looked up): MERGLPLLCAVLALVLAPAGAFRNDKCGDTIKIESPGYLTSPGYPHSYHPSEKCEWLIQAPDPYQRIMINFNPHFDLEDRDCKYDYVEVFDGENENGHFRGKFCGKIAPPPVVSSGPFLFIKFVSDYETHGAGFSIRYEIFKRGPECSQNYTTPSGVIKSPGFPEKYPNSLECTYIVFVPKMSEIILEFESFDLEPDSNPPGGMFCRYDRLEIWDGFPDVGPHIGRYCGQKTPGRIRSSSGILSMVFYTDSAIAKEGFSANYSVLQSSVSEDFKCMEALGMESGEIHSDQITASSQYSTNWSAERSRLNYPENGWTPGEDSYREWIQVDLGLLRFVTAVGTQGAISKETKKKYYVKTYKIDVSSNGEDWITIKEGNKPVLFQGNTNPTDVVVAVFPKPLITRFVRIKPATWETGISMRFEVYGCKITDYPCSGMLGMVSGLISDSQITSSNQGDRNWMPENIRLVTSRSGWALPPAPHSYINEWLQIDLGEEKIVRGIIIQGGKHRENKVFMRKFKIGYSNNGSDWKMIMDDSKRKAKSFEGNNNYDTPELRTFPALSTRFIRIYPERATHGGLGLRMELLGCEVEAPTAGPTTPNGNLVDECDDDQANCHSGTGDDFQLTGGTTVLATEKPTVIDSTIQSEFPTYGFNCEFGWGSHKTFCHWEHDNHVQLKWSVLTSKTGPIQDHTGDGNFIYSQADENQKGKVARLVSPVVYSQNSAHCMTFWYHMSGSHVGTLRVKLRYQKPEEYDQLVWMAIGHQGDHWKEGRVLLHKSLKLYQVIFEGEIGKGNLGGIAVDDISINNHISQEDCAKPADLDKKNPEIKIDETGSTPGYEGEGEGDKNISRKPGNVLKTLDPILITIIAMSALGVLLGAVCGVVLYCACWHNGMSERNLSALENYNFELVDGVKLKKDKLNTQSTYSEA
MsrA act: bovine MsrA enzyme activators, primary screen, biochemical, absorbance, HTS; activation, % at 10.6 µM; actives 0.3% (n = 360,000); AID 602163, 2012; Methionine sulfoxide reductase A (Bos taurus); purified bovine MsrA, absorbance read-out; in the data active = activation above about 7.5%;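 note: 0% = vehicle and 100% = reference activator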
MT1-MMP act inh: blockers of MT1-MMP proenzyme processing, primary screen, HT1080 RFP-PRO-GFP cells, GFP/RFP fluorescence; GFP/RFP ratio fluorescence, overnight; percent of plate control window, DMSO zero; AID 651647, 2012; actives 0.061% (n = 360,000); GFP/RFP ratio change, % at 20 µM;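 active = GFP/RFP ratio change of at least 30% with cell ATP level not reduced by more than half and red fluorescence within 50% of control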; note: strong numbers were not always called active
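Assay system: RFP-PRO-GFP reporter HT1080 cells; read-out basis: GFP/RFP fluorescence ratio; benchmarks: DMSO wells and RFP-L50D-GFP cells; doses: 20 µM single dose, 1% DMSO; schedule: overnight cell settling, then overnight compound exposure, 37 °C, 5% CO2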
eLon inh: inhibitors of E. coli Lon protease, primary screen, biochemical, fluorescence polarization | P0A9M0 | purified E. coli Lon protease | inhibition, % at 7.94 µM | actives 0.42% (n = 360,000) | AID 602123, 2011; in the data active = inhibition above about 13%, passing the limit was not always enough;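 note: 0% = enzyme with probe and DMSO and 100% = no enzyme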
FAS-TE inh: FAS thioesterase domain inhibitors, primary screen, biochemical, fluorescence intensity, uHTS. recombinant FAS-TE, OMFH fluorogenic substrate, fluorescence endpoint. actives 0.67% (n = 360,000). inhibition, % at 15 µM;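 active = compounds whose normalised, plate-corrected inhibition of enzyme fluorescence in the single-dose primary screen is 50% or more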;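 note: 0% = DMSO with enzyme and 100% = substrate without enzyme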
SKN-1 inh: suppressors of acrylamide-induced Pgst-4::GFP reporter in worms, primary screen, SKN-1 inhibitor project, whole organism, uHTS, GFP/RFP fluorescence ratio, strain VP596. actives 0.49% (n = 360,000). C. elegans VP596 Pgst-4::GFP/RFP ratio, 24 h. AID 624304, 2012. inhibition, % at 21.8 µM;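 active = interference check ratio from 0.5 to 1.5 plus GFP to RFP signal ratio inhibition reaching or exceeding a fixed threshold, cut at about 30% in these data, passing the limit was not always enough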; note: some compounds called inactive have numbers as strong as hits
TbMetRS inhib: T. brucei MetRS inhibitors, primary screen, biochemical, luminescence | purified T. brucei MetRS, ATP depletion, Kinase-Glo luminescence | inhibition, % at 11.9 µM | AID 624268, 2012 | actives 0.4% (n = 360,000);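 active = inhibition above a per-plate cutoff of the control wells' mean inhibition plus 3 SD, cut at about 5.5% in these data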;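 note: 0% = DMSO wells median and 100% = median of wells with control inhibitor compound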
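System: purified T. brucei MetRS enzyme / Detection: Kinase-Glo luciferase luminescence reporting remaining unconsumed ATP / Medium: HEPES buffer with MgCl2, KCl, DTT, spermine, BSA, pyrophosphatase / Replication: singlicate, one well per compound / Evaluation: percent inhibition relative to median high and low control wells / Schedule: 2 h aminoacylation at 25 °C after 15 min preincubation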
* = called active by the depositor; x = not tested or not shown. These rows are one share of the data. The share of hits here may be higher or lower than overall.

SMILES	MsrA inhibitor	MLLE-PAM2 inh	CendR NRP1 mod	MsrA act	MT1-MMP act inh	eLon inh	FAS-TE inh	SKN-1 inh	TbMetRS inhib
Cc1cc(/C=C2\C(=O)NC(=O)N(Cc3ccccc3Cl)C2=O)c(C)n1-c1ccc(C(=O)O)cc1	0.3	-61	-92	-4	-34	-46	-11	7	-0.7
CCCCn1nnnc1C(C1CC1)N1CCC2(CC1)C(=O)NCN2c1ccccc1 (configuration not stated)	0.8	-3	-1	-1	7	7	-2	2	-0.4
CCn1c(C)c(C(=O)O)c2cc(OC)ccc21	0.6	-8	-5	-5	-4	3	-5	12	-1.2
COc1ccc(CCN(C)Cc2ccncc2)cc1OC	x	-8	-10	-4	5	4	-7	12	-0.5
Fc1cccc(CCNCc2ccccn2)c1	-0.1	0	-2	-1	1	1	-4	-13	-0.7
COc1ccc2c3c([nH]c2c1)C(C)NCC3 (configuration not stated)	1.0	-108	-121	-1	-33	-43	-10	14	1.9
CCOc1cc2c(cc1OCC)-n1cccc1C(c1c(O)cccc1OC)NC2 (configuration not stated)	-1.2	3	2	-4	-1	-1	5	9	-0.2
COC(=O)C1=C(c2ccc3ccccc3c2)C[C@@H]2CC[C@H]1N2C(=O)NC(C)C	-0.6	0	18	-5	12	5	0	12	-0.3
COC(=O)C1=C(c2cccc(OCc3ccccc3)c2)C[C@@H]2CC[C@H]1N2C(=O)NCCCc1ccccc1	0.3	4	0	-1	-6	3	19	7	-0.3
C/C(=N\N1CCCCC1)c1c(O)[nH]c(=O)[nH]c1=O	-0.4	-5	0	-2	2	0	-8	0	0.3
CCN(CC)P(=S)(c1c(C)nc2ccccn12)c1c(C)nc2ccccn12	1.5	31	0	-12	-5	7	-10	6	-1.2
COc1cc(OC)c(OC)cc1CNC(C)C(O)c1ccccc1 (configuration not stated)	0.0	-8	4	-11	-3	0	-7	-16	-1.0
CC(=O)NC1C(OC(=O)Cc2ccccc2)OC(COC(C)=O)C(OC(C)=O)C1OC(C)=O (configuration not stated)	-0.9	-2	1	-2	-5	-9	-3	-2	0.0
N#CC1c2ccccc2-n2nncc2CN1C(=O)CCc1ccccc1 (configuration not stated)	0.3	3	10	-1	2	6	-7	-13	-1.2
COC(=O)C1=C(c2cc3ccccc3s2)C[C@@H]2CC[C@H]1N2C(=O)NCc1cccc2ccccc12	0.0	3	-4	-2	5	4	25	9	-0.3
C[C@H](CO)N1C[C@H](C)[C@@H](CN(C)C(=O)Oc2cccc3ccccc23)OCc2cn(nn2)CCCC1=O	0.2	11	-9	-4	-6	-9	-7	-3	-0.5
CCOC(=O)c1c(N)n(CCN2CCOCC2)c2nc3ccccc3nc12	1.9	14	-9	-5	2	6	-4	-2	-0.8
CC1C(c2cccs2)=[N+]([O-])C(C)(C(=O)c2cccs2)N1O (configuration not stated)	1.4	-2	6	-7	3	4	-9	-3	-0.9
O=C(COc1ccc2ccccc2c1)N1CCN(CC2CC3C=CC2C3)CC1 (configuration not stated)	-0.4	4	-12	1	3	-2	9	3	0.1
CCCCn1c(=O)c(C=Nc2cc([N+](=O)[O-])ccc2OC)c(O)n(CCCCl)c1=O	0.1	-49	-36	-8	-27	-33	40	-14	-0.3
CC(C)(C)n1nnnc1C(c1cccc2ccccc12)N1CCC2(CC1)C(=O)NCN2c1ccccc1 (configuration not stated)	0.8	17	8	0	-7	-1	77*	6	0.7
COC(/C(C)=C/C=C/C(C)=C/c1coc(C)n1)C(C)C1CC(O)C2(C)OC2C=CC(C)C2CC(CC(=O)O2)CC2OC2C(=O)O1 (configuration not stated)	0.7	1	-19	-5	19	-9	-5	10	-0.4
C[C@@H]1O[C@@H](O[C@H]2C[C@@H](O)[C@]3(CO)[C@@H]4C(CC[C@]3(O)C2)[C@@]2(O)CC[C@H](C3COC(=O)C3)[C@@]2(C)C[C@H]4O)[C@H](O)[C@H](O)[C@H]1O (some centres not stated)	0.5	-5	-4	-6	-38	-1	-7	-1	-1.1
O=C(CCc1ccccc1)N1C[C@H]2C[C@@H](C1)c1cccc(=O)n1C2	0.3	7	1	-2	13	0	-5	8	0.4
Nc1ccccc1C(=O)OCC(=O)Nc1ccc(Br)cc1F	0.3	2	-2	0	1	-5	11	3	0.1
CCOC(=O)c1cccc(C2=C(CNC(C)=O)[C@H]3CC[C@@H](C2)N3Cc2ccccc2)c1	0.3	8	-6	-2	8	0	-9	12	-0.5
CSc1ccc(CN2CCN(c3ccccc3C)CC2)cc1	0.1	0	3	-4	0	6	19	-10	-0.8
CC1=CC2/C=C(\C)CCC(O)C(O)/C=C/C(=O)C23C(=O)NC(CC(C)C)C3C1C (configuration not stated)	x	-1	-3	-1	-7	-10	0	3	0.4
O=C(CCN1CCOCC1)Nc1ccc(Br)cc1C(=O)c1ccccc1	0.3	5	6	-3	5	-1	0	11	-0.8
CC1=CC2OC3CC4OC(=O)C=CC=CC(C(C)O)OCC(O)C(C)CC(=O)OCC2(CC1O)C4(C)C31CO1 (configuration not stated)	-0.3	-2	-4	-3	-38	-1	-6	23	-0.3
CCn1c(O)c(C=Nc2ccc(N3CCOCC3)c(Br)c2)c(=O)n(CC)c1=S	-0.2	-45	-33	-3	8	-6	14	-21	-0.3
CN1CCC(O)(c2ccccc2)C(C(=O)c2ccccc2)C1 (configuration not stated)	0.0	19	-5	-3	-2	-9	0	-5	-0.1
CCN(CC(=O)Nc1ccc(C#N)c(Cl)c1)CC(=O)NC1CCS(=O)(=O)C1 (configuration not stated)	0.5	4	8	-10	0	-2	0	15	-0.6
O=P1(Oc2ccccc2)C[C@@H](O)[C@@H](O)[C@H](COCc2ccccc2)O1 (some centres not stated)	0.4	3	-9	-7	2	-7	-15	-12	-0.1
NC(=O)Nc1ccc(C(=O)OCC(=O)Nc2ccc(Cl)cc2C(=O)c2ccccc2)cc1	-0.6	-5	3	-4	3	2	6	7	0.1
CC(=NCc1cccnc1)c1c(O)n(Cc2ccccc2)c(=O)[nH]c1=O	-0.3	-10	3	-1	-2	-4	-2	8	0.0
COC(=O)C1=C(c2cc3ccccc3s2)C[C@@H]2CC[C@H]1N2C(=O)NC1CCCCC1	0.7	13	5	-10	6	2	18	6	-0.6
O=C1N(c2ccc(Cl)cc2)C(c2cccnc2)N2CCCN12 (configuration not stated)	-1.0	2	3	-2	6	4	3	-10	-0.4
Nc1cnn(-c2ccccc2)c(=O)c1Cl	0.1	2	-2	-2	0	-7	-4	11	-1.5
N#Cc1cc(F)c(N2CCNCC2)cc1Cl	-0.4	-4	15	1	4	0	-2	-6	-0.2
C[C@H]1[C@H](OC(=O)CCC(=O)NCc2ccc(C(=O)O)cc2)O[C@@H]2O[C@@]3(C)CC[C@H]4[C@H](C)CC[C@@H]1C24OO3	x	7	4	-2	-12	0	0	6	-0.1
O=c1c2ccccc2nc(CSc2ncnc3nc[nH]c23)n1-c1ccccc1Cl	-0.4	0	14	-2	0	1	-20	22	-0.5
COC(=O)C1=CO[C@@H](C)[C@@H]2CN(CCc3c[nH]c4ccccc34)CC[C@H]12	0.0	-22	3	-3	-2	6	6	16	-0.6
C[C@H]1CN([C@@H](C)CO)C(=O)CCCn2nncc2CO[C@H]1CN(C)C(=O)Oc1ccccc1	-0.5	-8	-4	-2	-2	-7	-8	-7	-0.8
c1ccc2c(c1)OCC(C1=NCCN1)O2 (configuration not stated)	-0.3	9	-2	-6	0	-8	-5	-8	-1.8
O=C(O)c1ccccc1-c1ccc(C=C2C(=O)N(c3ccccc3)C(=S)N(c3ccccc3)C2=O)o1	2.7	-16	-86	-5	-9	-54	-4	20	-1.5
O=P1(Oc2ccccc2)CC=C[C@H](COCc2ccccc2)O1 (some centres not stated)	-0.7	-11	12	-2	0	-1	-2	9	-0.1
C=CCn1c(O)c(C(C)=Nc2ccc(C(=O)O)cc2)c(=O)[nH]c1=O	-1.7	13	-7	-4	-14	-8	-7	-9	1.1
C=CCn1c(O)c(C(C)=NCCN2CCCCC2)c(=O)[nH]c1=O	0.8	-10	16	-2	-4	-5	-8	16	0.2
Cc1ccc(Cn2nnnc2CN2CCC(n3nnc4cc(C)ccc43)CC2)cc1	1.6	1	-2	0	x	-5	14	0	-0.8
CC(=O)c1ccc2c(c1)C1C(Cl)C(Sc3ccccc3[N+](=O)[O-])CC1C(C(=O)O)N2 (configuration not stated)	0.6	8	31*	2	45*	22*	21	-1	0.0
C[N+]1(C)C2CCC1CC(OC(=O)c1ccco1)C2 (configuration not stated)	-0.3	-103	4	-5	-3	3	-7	-3	-0.3
OC(CN1CCC(c2c[nH]c3ccccc23)CC1)C(F)(F)F (configuration not stated)	-0.3	-13	-4	-1	2	2	-14	6	-0.5
COc1c2c(cc3c1OCO3)CCN(C)C2	0.6	-5	-10	-2	3	3	-2	9	-0.1
Cc1cc(=O)oc2c(C)c(OCC(=O)N3CCN(Cc4ccc5c(c4)OCO5)CC3)ccc12	-0.5	-4	-3	0	-1	1	7	-2	1.0
COc1cc(CN2CCN(c3cc(C)ccc3C)CC2)ccc1O	-1.1	3	-23	-3	-1	-2	-2	11	-0.6
CCN1C[C@@]2(COC)C3[C@@H](OC)[C@H]4[C@@H]1[C@@]3(C1C[C@H]3[C@H](O)C1[C@]4(O)C[C@H]3OC)[C@@H](OC)C[C@H]2O (some centres not stated)	-1.2	5	2	-2	2	-1	-4	11	0.2
COC(=O)C1=C(c2c(C)noc2C)C[C@@H]2CC[C@H]1N2C(=O)N1CCC(O)(c2ccc(Cl)cc2)CC1	2.6	9	-8	0	4	-1	-8	8	-0.2
COc1ccccc1-n1c(O)c(/C=N/NC(=S)Nc2ccccc2)c(=O)[nH]c1=S	0.1	-19	-6	0	3	-5	-1	14	0.4
